# Nrf2 block: Nrf2 pathway inhibition | A549 ARE-Fluc reporter, luciferase luminescence, 18-24 h | Potency, µM (doses to about 46 µM), for the others: at the top dose activity change, negative = inhibition, usual class: inhibitors | actives 2.1% (n = 360,000) | AID 504444; also: % is scaled to controls: 0 for no effect and ±100 for the full control effect; nearly all actives have a fitted effect of over 60% in size
#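 Concentration-response testing used A549 ARE_Fluc cells at 5000 cells/well. Following an 18-24 h compound incubation, viability was read by fluorescence (Ex 405/Em 525) and luciferase output by luminescence.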
# TGFb SMAD3 inh: inhibitors of TGF-b signaling; HepG2 CAGA-GFP TGF-b/SMAD3 reporter, GFP fluorescence, 18 h; TGF-beta stimulated, 500 pg/mL final; Potency, µM (top dose mostly 46.1 µM), for the others: at the highest dose activity, negative = inhibition, most hits filed as inhibitors; actives 1.2% (n = 410,000); also: % is scaled to controls: 0 for no effect and ±100 for the full control effect; nearly all actives have a fitted effect of over 65% in size
#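 Smad-responsive CAGA-GFP expression was quantified in HEPG2 cells exposed to compounds and 500 pg/mL final TGF-beta for 18 h at 37 degrees C; unstimulated wells defined full inhibition.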
# MCF10A rereplic: inducers of DNA re-replication in MCF 10A breast cells; MCF 10A DNA re-replication, Hoechst nuclear intensity, 48 h; Potency, µM (titrated, usually from 46.1 µM), for the others: at the top dose activity, positive = re-replication, usual class: activators; AID 624296; actives 2.9% (n = 350,000); also: % of control where 0% means no effect; nearly all actives have a fitted effect of over 50% in size
# HepG2 tox: counter-screen for TGF-b inhibitors: cytotoxicity in HepG2 cells; Potency, µM (top dose mostly 46.1 µM), inactives show top-dose activity change, negative = cytotoxicity, most hits filed as cytotoxic; HepG2 CAGA-GFP viability, ATP luminescence, 18 h; actives 0.76% (n = 410,000); also: some results filed as inactive show a strong effect at the top dose
#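 CellTiter-Glo luminescence gave cytotoxicity after 18 hours at 37 degrees C. The cells were HepG2 CAGA-GFP in 1% FBS DMEM, stimulated with 500 pg/mL TGF-beta after compound addition. %Activity was normalised to no-cell wells (complete cell-killing) and DMSO (no toxicity), and curves were fitted and classified.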
# Nrf2 ARE act: activates Nrf2 signaling; AID 624171; actives 0.31% (n = 410,000); AREc32 ARE-luciferase reporter (MCF7-derived line), luminescence, 24 h; Potency, µM (titrated, usually from 46.1 µM), for the others: top-dose activation, hits mostly activators; also: % of control where 0% means no effect; nearly all actives have a fitted effect of over 65% in size
#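 AREc32_Fluc, 1000 cells/well, OPTI-MEM + 5% FBS, o/n 37 deg C 5% CO2; 23 nL cpd by pin tool, 24 hr; Steady-Glo 30 min RT, luminescence.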
# S2 tox: cell viability loss in ATXN counter-screen | AID 651635 | S2 cells (HEK-293 line with an ATXN2-luciferase reporter) viability, CellTiter-Fluor protease fluorescence, 24 h | actives 0.49% (n = 400,000) | Potency, µM (top dose mostly 56.7 µM), most hits filed as cytotoxic; also: nearly all actives have a fitted effect of over 40% in size
# ATXN2 expr inh: ATXN2 expression inhibition | HEK-293 ATXN2-luciferase reporter, luminescence, 24 h | Potency, µM (titrated, usually from 57 µM), without a hit: at the highest dose activity change, negative = inhibition, hits mostly inhibitors | actives 0.72% (n = 360,000) | AID 1745845; also: % is scaled to controls: 0 for no effect and ±100 for the full control effect; nearly all actives have a fitted effect of over 55% in size
#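 ATXN2-luciferase reporter cells (luciferase flanked by upstream and downstream ATXN2 gene portions) were treated 24 h at 37 °C with compounds at up to 57 uM. SteadyGlo luminescence gave expression; GF-AFC fluorescence gave viability.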
# A549 tox: kills or reduces viability of A549 cells in Nrf2 counter-screen; A549 ARE-Fluc cells, CellTiter-Fluor viability, 18-24 h; Potency, µM (doses to about 46 µM), for inactives: at the top dose activity change, negative = cytotoxicity, hits mostly inhibitors; actives 0.16% (n = 390,000); AID 504648; also: % is scaled to controls: 0 for no effect and ±100 for the full control effect
#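 Cytotoxicity counterscreen: CellTiter-Fluor fluorescence was measured in A549 ARE_Fluc cells after 18-24 h of compound exposure in a concentration series. The subsequent BugLite luminescent read reports ARE-luciferase activity.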
# EPAC2 antagonist: antagonists of human EPAC2; EPAC2 GEF exchange of Rap1B-BODIPY-GDP, fluorescence; AID 720708; actives 0.18% (n = 360,000); Q8WZA2; Potency, µM (titrated, usually from 114 µM), for inactives: at the highest dose activity, negative = inhibition, most hits filed as inhibitors; also: % is scaled to controls: 0 for no effect and ±100 for the full control effect; nearly all actives have a fitted effect of over 45% in size; many of its hits are not listed in these tables
# Target sequence (Q8WZA2 whole entry, looked up): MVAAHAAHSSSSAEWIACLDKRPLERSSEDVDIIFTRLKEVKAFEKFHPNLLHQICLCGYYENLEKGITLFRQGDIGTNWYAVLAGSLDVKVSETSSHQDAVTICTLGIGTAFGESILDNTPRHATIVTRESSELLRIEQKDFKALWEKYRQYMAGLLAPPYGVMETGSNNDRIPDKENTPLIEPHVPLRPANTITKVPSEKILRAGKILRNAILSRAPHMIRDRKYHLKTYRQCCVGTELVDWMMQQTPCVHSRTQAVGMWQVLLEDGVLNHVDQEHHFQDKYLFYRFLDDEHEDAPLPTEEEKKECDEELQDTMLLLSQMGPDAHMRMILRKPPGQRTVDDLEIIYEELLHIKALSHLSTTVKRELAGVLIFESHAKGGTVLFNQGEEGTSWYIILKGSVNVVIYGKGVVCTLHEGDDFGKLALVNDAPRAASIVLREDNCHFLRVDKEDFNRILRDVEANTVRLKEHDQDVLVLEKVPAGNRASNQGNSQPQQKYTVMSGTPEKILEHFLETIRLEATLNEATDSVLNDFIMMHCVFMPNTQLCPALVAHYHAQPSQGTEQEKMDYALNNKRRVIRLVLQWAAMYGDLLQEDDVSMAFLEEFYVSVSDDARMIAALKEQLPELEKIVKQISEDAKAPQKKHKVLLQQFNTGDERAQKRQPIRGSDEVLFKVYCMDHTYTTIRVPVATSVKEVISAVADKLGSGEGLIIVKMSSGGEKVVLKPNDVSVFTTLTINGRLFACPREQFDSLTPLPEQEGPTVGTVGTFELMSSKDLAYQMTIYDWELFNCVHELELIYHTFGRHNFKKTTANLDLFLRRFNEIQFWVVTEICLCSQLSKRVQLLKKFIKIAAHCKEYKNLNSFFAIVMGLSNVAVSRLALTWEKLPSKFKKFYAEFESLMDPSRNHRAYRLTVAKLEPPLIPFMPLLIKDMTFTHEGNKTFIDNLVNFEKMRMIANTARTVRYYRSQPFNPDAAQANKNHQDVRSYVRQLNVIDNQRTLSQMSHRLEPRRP
# * = called active by the depositor; i = inactive; ? = inconclusive; · = no result given; [ ] = another dose, or the depositor's remark. Calls follow the shape of the dose curve; as a rule, active = well fitted curve in the direction sought with a large enough effect; inconclusive = small, poorly fitted or top-dose-only effect, or another doubt; inactive = no such curve, though single readings can be large; an effect the other way counts as inactive or inconclusive. Potency is read from the fitted curve at half-maximal effect. Only part of the results is shown; count on the stated rates, not on these rows.
# Values in the order – Nrf2 block	TGFb SMAD3 inh	MCF10A rereplic	HepG2 tox	Nrf2 ARE act	S2 tox	ATXN2 expr inh	A549 tox	EPAC2 antagonist
> COc1cccc(-c2sc3ccc(OC)cc3c2-c2cc(F)cc(OC)c2)c1
 : 10%	?	-10%	-24%	3.7%	i	1%	-1%	-5%
> Clc1ccc2nc(COc3ccccc3)[nH]c2c1
 : -3%	-9%	3.3µM*	-9%	1.9%	i	9%	-1%	-6%
> Cc1sc(NC(=O)CCCC(=O)O)c(C(N)=O)c1-c1ccccc1
 : ?	6%	17%	6%	-1.2%	i	?	3%	3%
> Cc1ccc2nc3c(cc(C#N)c(=O)n3-c3nnc(SCc4ccc(F)cc4)s3)c(=O)n2c1
 : 6%	2%	·	0%	0.5%	i	15%	1%	·
> NC(=O)c1c(Nc2nc3c(F)cccc3s2)sc2c1CCCC2
 : 5%	-30%	21µM*	-33%	26%	i	24%	2%	10%
> O=C(CNS(=O)(=O)c1cccc2nsnc12)NCc1ccc(Cl)cc1
 : 12%	4%	0%	6%	-0.5%	?	-3%	0%	-2%
> CCCCOc1ccc(C(=O)N/C(=C\c2ccc(Br)cc2)C(=O)NC2CCCCC2)cc1
 : -9%	0%	·	-1%	0.0%	i	0%	4%	·
> CC1CN(C(=O)c2ccc(COc3ccc(C(C)C)cc3)o2)CC(C)O1 (stereo not drawn)
 : ?	0%	?	-27%	8.0%	i	4%	16%	-22%
> CCC(=O)N1CCc2cc(S(=O)(=O)CCC(=O)N3CCN(c4ccccc4)CC3)ccc21
 : -26%	-1%	9%	7%	-0.4%	i	-1%	9%	5%
> COc1ccccc1NS(=O)(=O)c1ccc(C(=O)OCC(=O)NCc2ccco2)cc1
 : 14%	-1%	8%	-2%	-0.3%	i	7%	3%	-3%
> O=C(Cn1ncc2c1-c1ccccc1OC2)Nc1ccc(Cl)cn1
 : -13%	-2%	21%	9%	0.4%	·	3%	5%	-28%
> Brc1cc2c(cc1/C=N/Nc1nc(N3CCCC3)nc(N3CCOCC3)n1)OCO2
 : -19%	-5%	17%	-14%	-0.4%	?	-11%	-3%	8%
> CCOc1cccc(C2c3[nH]c4ccccc4c3CCN2C(=O)Cc2cccc(OCC)c2OCC)c1 (stereo not drawn)
 : 10%	-26%	·	-3%	-0.2%	?	-4%	-6%	·
> CC(C)NC(=O)Cn1cc(C(=O)COc2ccccc2)c2ccccc21
 : 3%	-5%	-1%	-1%	0.1%	i	8%	-3%	22%
> Cc1cccc(Nc2c([N+](=O)[O-])c(=O)oc3ccccc23)c1
 : 18%	10%	?	-1%	?	i	-16%	-18%	3%
> Cc1ccc(S(=O)(=O)N(CC(=O)N2CCCCCC2)c2ccccc2)cc1
 : ·	-9%	0%	-14%	-0.3%	i	10%	1%	-17%
> CCCCN1CC(=O)N2[C@H]3c4cc(OC)ccc4OC[C@@H]3[C@H](C(=O)OCC)[C@]2(C)C1=O
 : 12%	?	2%	-10%	0.1%	i	12%	-2%	0%
> O=C(CN1C(=O)NC2(CCCC2)C1=O)NNC(=O)c1ccccc1F
 : 5%	23%	-2%	1%	-0.2%	·	·	-1%	0%
> NC(=O)CSc1ncc2c(n1)-c1ccccc1N(Cc1cccc(F)c1)S2(=O)=O
 : 15%	17%	·	2%	-0.5%	i	5%	-1%	·
> O=C(Nc1ccccc1N1CCOCC1)[C@@H]1O[C@H](CO)[C@H](O)[C@H](O)[C@H]1O
 : ·	-3%	·	-3%	-0.5%	i	-2%	·	0%
> O=C(CC[C@H]1O[C@@H](n2ccc(=O)[nH]c2=O)[C@H](O)[C@@H]1O)N1CCN(c2ccccn2)CC1
 : ·	-1%	·	-9%	0.0%	i	-7%	·	7%
> CC(C)(Oc1ccc(Cl)cc1)C(=O)NCCN1C(=O)S/C(=C/c2cccnc2)C1=O
 : -14%	8%	?	-21%	6.5%	i	-9%	-2%	-1%
> CCOC(=O)c1c(C)c(C(=O)NCc2ccc(OC)cc2)c(C)n1CC
 : -10%	-11%	·	-10%	0.3%	i	2%	-7%	·
> COC(=O)c1ccccc1NC(=O)Nc1cccc(OCc2cc(=O)n3cccc(C)c3n2)c1
 : ·	-18%	·	-27%	0.1%	·	·	11%	·
> Cc1ccc(CNS(=O)(=O)c2ccccc2[N+](=O)[O-])cc1
 : -17%	6%	-9%	13%	4.8%	i	·	-5%	1%
> CC(OC(=O)/C(C#N)=C/c1ccc(N(C)C)cc1)C(=O)N(C)Cc1ccccc1 (stereo not drawn)
 : -64%	0%	16µM*	-21%	0.1%	i	11%	?	5%
> Cc1ccc([C@@H]2CC=C(C(=O)O)[C@H](c3ccc(Cl)cc3)N2S(=O)(=O)c2ccccc2C)cc1
 : -18%	?	-32%[inhibitor]	-15%	2.6%	i	-6%	-10%	-8%
> Cc1nnc(SCC(=O)NNC(=O)c2ccco2)s1
 : -2%	5%	-3%	6%	-0.3%	i	0%	-1%	23%
> C=CCn1c(NC(C)c2cc(Cl)ccc2O)nc2ccccc21 (stereo not drawn)
 : 6%	?	?	-34%	3.0%	?	?	4%	?
> COc1ccc(CNC(=O)CSCc2nc(-c3ccccc3F)oc2C)cc1
 : -4%	?	·	-27%	0.6%	·	·	1%	·

# The closing 4 compounds of the part before lead into the next.
# Values in the order – Nrf2 block	TGFb SMAD3 inh	MCF10A rereplic	HepG2 tox	Nrf2 ARE act	S2 tox	ATXN2 expr inh	A549 tox	EPAC2 antagonist
> Cc1ccc([C@@H]2CC=C(C(=O)O)[C@H](c3ccc(Cl)cc3)N2S(=O)(=O)c2ccccc2C)cc1
 : -18%	?	-32%[inhibitor]	-15%	2.6%	i	-6%	-10%	-8%
> Cc1nnc(SCC(=O)NNC(=O)c2ccco2)s1
 : -2%	5%	-3%	6%	-0.3%	i	0%	-1%	23%
> C=CCn1c(NC(C)c2cc(Cl)ccc2O)nc2ccccc21 (stereo not drawn)
 : 6%	?	?	-34%	3.0%	?	?	4%	?
> COc1ccc(CNC(=O)CSCc2nc(-c3ccccc3F)oc2C)cc1
 : -4%	?	·	-27%	0.6%	·	·	1%	·
> N#C/C(=C\Nc1ccccc1SC(F)(F)F)c1nc(-c2ccc(Cl)cc2)cs1
 : 6%	4%	2%	0%	-0.7%	i	-14%	3%	-7%
> Cc1ccc2c(c1)c1n[nH]c(=S)nc1n2CCc1ccccc1
 : -8%	-13%	1%	-10%	0.5%	i	·	9%	-10%
> CC1CC(C)CN(C(=O)c2cccc(S(=O)(=O)Nc3cc(C(F)(F)F)ccc3Cl)c2)C1 (stereo not drawn)
 : -19%	?	?	-30%	-0.4%	i	-19%	-2%	50µM*
> O=C(COC(=O)c1cc(F)c(F)cc1Cl)NC1CCCCCC1
 : ·	19%	·	-1%	4.6%	i	·	·	1%
> O=C(NC(=S)NCC1CCCO1)c1ccccc1 (stereo not drawn)
 : 17%	-4%	1%	-11%	0.1%[9.22 µM]	i	18%	12%	24%
> Cc1cc2ccccc2c(=O)n1CC(=O)N1CCN(c2cccc(Cl)c2)CC1
 : -8%	-9%	0%	-30%	0.2%	i	-8%	0%	-2%
> O=C(NC(Cc1c[nH]c2ccccc12)C(=O)NCCCN1CCOCC1)c1cccs1 (stereo not drawn)
 : -2%	14%	0%	6%	0.5%	i	-16%	0%	3%
> CCN1C(=O)C(CC(=O)Nc2ccc(OC)cc2)N(CCc2ccccc2)C1=S (stereo not drawn)
 : ?	-3%	7%	5%	3.6%	i	-15%	-1%	-27%
> NC(=O)c1ncc(C(F)(F)F)cc1Cl
 : -7%	-9%	-12%	-6%	0.3%	i	43%[activator]	-1%	-4%
> O=P(O)(COc1ccccc1)COc1ccccc1
 : -6%	?	-1%	-2%	-0.2%	i	7%	·	8%
> COCCCNC(=O)/C(C#N)=C/c1c(N2CCN(c3cccc(Cl)c3)CC2)nc2c(C)cccn2c1=O
 : 3%	0%	?	-5%	4.1%	i	-38%	?	-10%
> COc1ccc(-n2c(C)cc(C(=O)CN3C(=O)NC4(CCCc5sccc54)C3=O)c2C)cc1 (stereo not drawn)
 : ?	?	?	-6%	6.9%	i	·	0%	7%
> COc1ccccc1N(CC(O)COc1ccccc1C)S(=O)(=O)c1ccccc1 (stereo not drawn)
 : -9%	20%	?	7%	-1.6%	i	-18%	4%	-4%
> Cc1ccc(C(C[N+](=O)[O-])c2c(-c3ccccc3O)[nH][nH]c2=O)cc1 (stereo not drawn)
 : -10%	?	12µM*	7.9µM*	-2.0%	?	56%[activator]	-1%	11µM*
> CCN(CC)C(=O)CCCOc1ccc(Cl)cc1Cl
 : ?	-1%	10%	-29%	4.2%	i	64%[activator]	·	-2%
> Cc1cc(C(=O)Nc2sc(C)c(C)c2C#N)no1
 : 11%	-1%	28%	1%	14%	i	37%[activator]	?	-1%
> CCN(CC)CCn1c2c(c(SCC(=O)Nc3cccc(C(C)=O)c3)nc1=O)CCCC2
 : 0%	1%	9%	-47%	5.0%	i	-6%	3%	17%
> COc1cccc(C(=O)N(CN2CCCC2=O)c2cccc(Cl)c2)c1OC
 : ?	0%	12%	-19%	-0.4%	·	·	-15%	2%
> O=C(CC1C(=O)NCCN1Cc1ccc(-c2ccccc2)cc1)NCC1CC1 (stereo not drawn)
 : 23µM*	-14%	5%	0%	1.9%	i	14%[11.3 µM]	?	1%
> Cc1ccc(C2(C)NC(=O)N(CC(=O)N(C)CC(=O)Nc3cccc4ccccc34)C2=O)cc1 (stereo not drawn)
 : -5%	-9%	-3%	-7%	-0.9%	i	-6%	0%	-3%
> CC(C)Cn1c(=O)c2sccc2n2c(CCCC(=O)NCc3ccccc3Cl)nnc12
 : ?	-3%	·	1%	-0.9%	·	·	2%	·
> CCc1cccc(OCCN2CCCC2)c1
 : 2%	5%	-2%	16%	-0.3%	i	-9%	0%	8%
> C/C(=C\c1ccccc1)CN1CCN(c2cccc(Cl)c2)CC1
 : -10%	3%	23%	-35%	-0.7%	i	1%	-17%	-4%
> O=C(O)c1ccc(CSc2nnc(COc3ccc(Cl)cc3Cl)o2)cc1
 : 6%	3%	0%	1%	-0.6%	i	26%	-7%	?

# Screening results (PubChem BioAssay)
